From PubChem
NCI-60 one-dose screen, 48 h, at 10 µM unless noted. Numbers give growth in % (100 = growth as untreated, 0 = no growth, -100 = all killed).
MDA-MB-435: MDA-MB-435 melanoma; 82,000 tested, 7.8% active; AID 1794794
HOP-62: HOP-62 NSCLC. 80,000 tested, 3.9% active. AID 1794735
HOP-92: HOP-92 NSCLC cells | AID 1794738 | 71,000 tested, 6.3% active
RPMI-8226: RPMI-8226 leukemia cells | 77,000 tested, 7.5% active
M14: M14 melanoma. 80,000 tested, 6.2% active
A549/ATCC: A549/ATCC NSCLC; 81,000 tested, 3.7% active; AID 1794740
CCRF-CEM: CCRF-CEM leukemia; 77,000 tested, 7% active
EKVX: EKVX NSCLC. 71,000 tested, 3% active. AID 1794765
Numbers without * were called inactive; . = not tested or not shown; & = joins results of further samples. The calls were made as follows: active = growth percent below 10; inactive = the rest. An unsorted share of the library; any-hit rate near 13%.

no.	SMILES	CCRF-CEM	HOP-62	A549/ATCC	RPMI-8226	EKVX	M14	HOP-92	MDA-MB-435
1	N#CC1(C#N)C2=C(CCCC2)NC(c2ccco2)C1(C#N)C#N (stereo not drawn)	97	118	94	99	121	88	112	103
2	Cc1ccc(C(=O)CSc2nc3ccccc3c(=O)n2C)cc1	84	94	101	64	71	94	80	100
3	CS(=O)(=O)c1ccc(NN)c([N+](=O)[O-])c1	128	.	103	113	99	103	.	113
4	CNC(=O)c1cc(Oc2ccc3c(c2)sc2nc(-c4ccc(Cl)c(C(F)(F)F)c4)cn23)ccn1	47	76	61	34	47	70	73	66
5	O=c1oc2ccccc2cc1C1=NN(c2ccccc2)C(c2cn(-c3ccccc3)nc2-c2ccc(Br)cc2)C1 (stereo not drawn)	99	87	97	100	.	94	85	101
6	CCCCC(CC)CN/C(C)=C/C(C)=O (stereo not drawn)	.	104	101	84	.	110	.	100
7	OCC1OC(c2ccc(O)cc2O)C(O)C1O (stereo not drawn)	110	96	.	109	.	105	106	111
8	COc1nc(NC=O)cc(=O)[nH]1	96	123	111	77	106	102	90	118
9	CC1(C)CC(C(=O)OCCCCCCCCCCC[P+](c2ccccc2)(c2ccccc2)c2ccccc2)C(C)(C)N1O (stereo not drawn)	-33*	-46*	-43*	-44*	-33*	-13*	-69*	-70*
10	Cc1nn(-c2ccc(S(N)(=O)=O)cc2)c(C)c1N=Nc1ccc2oc(=O)ccc2c1	82	98	74	70	84	85	51	83
11	CCCCOC(=O)/C=C\C(=O)NC(N)=O	75	95	96	40	95	92	.	99
12	C=CCOC(CN(CC)CC)CN(CC)CC	105	101	94	107	106	99	111	113
13	CC(=O)n1nc(C(=O)OCCCc2ccccc2)c2ccccc21	101	101	96	107	93	107	100	105
14	Cc1cc(S(=O)(=O)N(C)C)cc(NCC(=O)NC(=O)NCC(C)C)c1C	.	79	88	97	63	100	85	99
15	CN1CCN(C(=O)CSc2nnc(-c3cccnc3SCc3ccccc3)o2)CC1	.	97	69	62	71	100	43	94

Compounds above containing a carbonyl joined to an NH by a bond outside any ring:
no.	SMILES	CCRF-CEM	HOP-62	A549/ATCC	RPMI-8226	EKVX	M14	HOP-92	MDA-MB-435
4	CNC(=O)c1cc(Oc2ccc3c(c2)sc2nc(-c4ccc(Cl)c(C(F)(F)F)c4)cn23)ccn1	47	76	61	34	47	70	73	66
8	COc1nc(NC=O)cc(=O)[nH]1	96	123	111	77	106	102	90	118
11	CCCCOC(=O)/C=C\C(=O)NC(N)=O	75	95	96	40	95	92	.	99
14	Cc1cc(S(=O)(=O)N(C)C)cc(NCC(=O)NC(=O)NCC(C)C)c1C	.	79	88	97	63	100	85	99

Back to the main list with the 3 entries that preceded the break.
no.	SMILES	CCRF-CEM	HOP-62	A549/ATCC	RPMI-8226	EKVX	M14	HOP-92	MDA-MB-435
13	CC(=O)n1nc(C(=O)OCCCc2ccccc2)c2ccccc21	101	101	96	107	93	107	100	105
14	Cc1cc(S(=O)(=O)N(C)C)cc(NCC(=O)NC(=O)NCC(C)C)c1C	.	79	88	97	63	100	85	99
15	CN1CCN(C(=O)CSc2nnc(-c3cccnc3SCc3ccccc3)o2)CC1	.	97	69	62	71	100	43	94
16	C[N+](C)(C)CCNC(=O)c1cccc(OCc2ccccc2)c1	107	101	98	.	96	99	91	.
17	CN(C)C=Nc1ccc(Cl)c(Cl)c1	95	86	96	86	77	93	87	102
18	ClCc1ccc(-c2ccccc2)cc1	93	118	86	109	133	105	106	112
19	NCC1CCC(CN)CC1 (stereo not drawn)	100&100	102&98	102&101	102&100	106&107	103&99	116&96	109&110
20	COc1cccc(OC)c1N	98	99	93	104	103	117	97	105
21	CCOC(=O)C1=C(CSC(=S)N2CCN(c3ccc(OC)cc3)CC2)N(C)C(=O)NC1c1ccccc1 (stereo not drawn)	63	80	68	62	.	78	77	94
22	C/C(=N\N=C\c1ccc(O)cc1)c1nnn(-c2ccc(Cl)cc2)c1C	23	93	101	79	97	96	86	100
23	COc1ccc(N2CCN(c3ccc(NC4=C(Cl)C(=O)c5ncccc5C4=O)cc3)CC2)cc1	25	56	36	35	79	54	86	-5.0*
24	O=C1[C@H]2Cc3c([nH]c4ccccc34)[C@H](c3ccc(Br)cc3)N2C(=O)CN1C1CCN(CC2CCCCC2)CC1	49	82	79	43	84	-17*	77	85
25	S=c1nn[nH]c2ccccc12	111	98	96	117	117	102	.	120
26	COC(=O)C(=[N+]=[N-])C(=O)c1ccc(Cl)cc1	95	91	72	88	109	83	84	94
27	O=C(Nc1ccc(Cl)cc1)c1ccccc1Cl	98	97	94	105	99	107	56	101
28	CCC(=O)Oc1ccc(OCc2ccccc2)cc1	64&63	95&107	102&100	91&90	105&97	77&101	89	82&97
29	CC1C(/C=N/NC(N)=S)C(C#N)(C#N)C1(C#N)C#N (stereo not drawn)	96	105	100	97	104	102	93	98
30	O=C(/C=C1\C=CN(CCN2CCCCC2)c2ccccc21)n1ccc2ccccc21	99	94	106	93	90	95	64	104

no.	SMILES	CCRF-CEM	HOP-62	A549/ATCC	RPMI-8226	EKVX	M14	HOP-92	MDA-MB-435
31	CCOC(=O)[C@@H]1CSC([C@@H](C)[C@H]2CC[C@H]3[C@@H]4CCC5=CC(=O)CC[C@]5(C)[C@H]4CC[C@]23C)N1C(=O)c1ccccc1 (stereo partly drawn)	49	83	58	12	26	61	14	73
32	COc1ccc(Nc2nc(-c3cccnc3)nc3sc4c(c23)CCCCCC4)cc1	.	86	86	74	.	94	.	92
33	COc1ccc(-c2csc(N/N=C/c3c(-c4ccc(S(C)(=O)=O)cc4)nc4ccccn34)n2)cc1	94	121	105	91	106	106	100	101
34	COc1ccc(-c2csc(C3=C(O)CN(CCCN4CCCC4=O)C3=N)n2)cc1OC	.	90	92	85	97	122	63	116
35	CC(C)CSc1nc(Nc2ccccc2)c(C#N)c(-c2ccccc2)n1	64	75	66	93	68	90	80	97
36	FC(F)(F)c1nnc2n1NC(c1ccccc1)=CS2	97	94	83	88	96	94	77	102
37	COC(=O)C(CSC(c1ccccc1)(c1ccccc1)c1ccccc1)NC(=O)C(CSCc1ccccc1)NC(=O)CCNC(=O)OCc1ccccc1 (stereo not drawn)	80	98	68	69	.	43	68	30
38	Nc1nc2ncc(CNc3ccc(C(=O)N[C@@H](CCc4nn[nH]n4)C(=O)O)cc3)nc2c(=O)[nH]1	94&108	92&103	95&106	95&106	106&96	99&88	79&93	110&101
39	O=C1CN(Cc2ccncc2)C(=O)[C@@H](Cc2c[nH]c3ccccc23)N1	105	96	96	105	97	102	106	110
40	COc1cc(NCCCCCNCC(C)C)c2ncccc2c1	110	90	102	98	96	100	59	96
41	COC(=O)/C=C1\S/C(=N\Nc2ccc([N+](=O)[O-])cc2[N+](=O)[O-])N(C2CCCCC2)C1=O	18	87	88	-22*	78	78	8.4*	79
42	O=C(O)Cc1ccc(O)c(O)c1	-24*	99	102	92	89	97	109	103
43	CC(=O)OC1CCC2(C)C(=CCC3C2CCC2(C)C(C(=O)CC(C#N)(C#N)C(C#N)C#N)CCC32)C1 (stereo not drawn)	101	113	100	94	103	100	105	109
44	Cc1cc(C(=O)O)c(N)c([N+](=O)[O-])c1	104	110	104	100	103	93	88	101
45	C/C(O)=C1\C(=O)Nn2c(nc3c(cnn3-c3ccccc3)c2=O)N1N	101	108	96	103	96	98	107	106

Screen by screen, as entered above:
Compounds 42–45 in CCRF-CEM, in turn: -24*, 101, 104, 101

Following part
no.	SMILES	CCRF-CEM	HOP-62	A549/ATCC	RPMI-8226	EKVX	M14	HOP-92	MDA-MB-435
46	Cn1c(=O)c2c(nc3n2CCCN3c2ccc(F)cc2)n(C)c1=O	105	90	104	118	96	100	98	104
47	COc1ccc2[nH]cc(/C=C3\C(=O)N(c4c(Cl)cccc4Cl)c4ccccc43)c2c1	56	97	60	71	72	77	38	74
48	O=C1CC(=O)c2cccc3cccc1c23	88	100	93	94	94	94	85	107
49	N#C/C(=C\c1cccc2ccccc12)C(=O)Nc1sc2c(c1C#N)CCCC2	95	99	96	88	92	93	73	97
50	Cc1cccc(NC(=O)N(C(C)C)C(C)C)c1	117	92	105	99	.	108	.	103
51	CCOc1ccc(-c2nc3ccc(-c4nc5ccc(N6CCN(C)CC6)cc5[nH]4)cc3[nH]2)cc1	4.0*	-87*	-81*	-4.6*	-76*	-85*	-56*	-96*
52	CO[C@H]1CC(=O)n2c3ccccc3c3c4c(c5c6ccccc6n1c5c32)C(=O)NC4=O	78	54	57	88	72	62	86	49
53	O=C(c1nnc(Nc2cccc(Cl)c2)o1)c1c[nH]c2ccccc12	98	98	89	98	109	97	97	110
54	O=C(O)CCCCNC(=O)c1nc(-c2ccccc2)n(-c2ccccc2)n1	.	.	88	.	94	99	.	115
55	CC1(C)[C@@H](OC(=O)c2cccnc2)CC[C@]2(C)[C@H]3C(=O)C=C4[C@@H]5C[C@](C)(C(=O)N6CCOCC6)CC[C@]5(C)CC[C@@]4(C)[C@]3(C)CC[C@@H]12	82	91	85	66	90	98	66	89
56	COc1ccc(-c2ccc(SCC(=O)Nc3cccc(S(N)(=O)=O)c3)nn2)cc1	81	91	85	66	102	99	.	99
57	c1csc(-c2nn[nH]n2)c1	101	97	92	107	105	100	114	99
58	CCc1ccc(N=C2c3ccccc3-c3ccc([N+](=O)[O-])cc32)cc1	99	95	88	94	89	95	87	93
59	C=CCN(CC=C)CCO	86	109	96	99	.	107	92	100
60	CCCCN(CCCC)C(=O)[C@H](CC)[C@@H]1CC[C@@H](C)[C@@H]([C@H](C)[C@@H](O)[C@@H](C)C(=O)[C@H](CC)C2O[C@]3(C=CC(=O)[C@]4(CC[C@@](C)([C@H]5CC[C@](O)(CC)[C@H](C)O5)O4)O3)[C@H](C)C[C@@H]2C)O1 (stereo partly drawn)	.	42	30	.	28	30	-6.9*	45

no.	SMILES	CCRF-CEM	HOP-62	A549/ATCC	RPMI-8226	EKVX	M14	HOP-92	MDA-MB-435
61	O=C(O)c1c2c(nc3ccccc13)-c1ccccc1C1(CCCC1)C2	102	102	105	102	115	103	94	113
62	c1ccc(-c2oc(-c3ccccc3)c3ccccc23)cc1	85	98	99	.	92	110	79	107
63	N[C@@H](COP(=O)(O)O)C(=O)O	93	100	95	94	100	96	88	93
64	Cc1c2c(c(C)c3c1oc1cc(O)ccc13)C(=O)N(N)C2=O	49	58	48	73	92	84	92	76
65	Nn1c(N/N=C/c2cccnc2)n[nH]c1=S	.	82	97	113	69	108	106	102
66	Fc1cccc(/C=C/c2nn3c(-c4cccnc4)nnc3s2)c1	103	120	95	97	97	98	123	91
67	CCc1cccc(CC)c1N1CC(C(=O)O)CC1=O (stereo not drawn)	82	101	103	109	92	97	89	99
68	CC(C)CC1C(=O)N2CCC[C@H]2C2(O)O[C@](NC(=O)C3C=C4c5cccc6[nH]c(Br)c(c56)C[C@H]4N(C)C3)(C(C)C)C(=O)N12 (stereo partly drawn)	58	83	38	11	55	66	66	63
69	Cc1ccc(S(=O)(=O)n2cc(/C=N/NC(=O)c3ccc(S(N)(=O)=O)cc3)c3ccccc32)cc1	94	92	94	91	89	86	76	57
70	Oc1ccc2[nH]cc(-c3cncc(-c4c[nH]c5ccc(O)cc45)c3)c2c1	52	78	72	95	99	102	103	107
71	O=C(CCc1cccs1)Nc1ncc(Cc2ccccc2)s1	106	112	102	102	100	96	110	108
72	CCCCOc1nc2ccc(OC)cc2cc1C1CNC(=O)c2ccccc2N1 (stereo not drawn)	106	96	86	89	.	99	90	104
73	N#CC(C#N)=C1NC2(CCCCC2)N=C1N	131	.	120	121	101	.	81	105
74	O=c1nc2s/c(=C\c3cccc(F)c3)c(=O)n2c2nc(-c3ccccc3)c(-c3ccccc3)nc12	102	101	98	104	94	92	86	108
75	O=C(COc1ccc(/C=C2\C(=O)Nc3ccccc32)cc1)Nc1ccccc1	103	99	98	105	100	102	79	105

The list goes on, overlapping the part above by two compounds.
no.	SMILES	CCRF-CEM	HOP-62	A549/ATCC	RPMI-8226	EKVX	M14	HOP-92	MDA-MB-435
74	O=c1nc2s/c(=C\c3cccc(F)c3)c(=O)n2c2nc(-c3ccccc3)c(-c3ccccc3)nc12	102	101	98	104	94	92	86	108
75	O=C(COc1ccc(/C=C2\C(=O)Nc3ccccc32)cc1)Nc1ccccc1	103	99	98	105	100	102	79	105
76	Cc1ccc(C2Nc3nc(-c4cccnc4)nn3C(N)=C2C#N)cc1 (stereo not drawn)	95	104	95	95	85	97	78	99
77	CCCCCC(O)(CCCC)CCCC	97	101	101	104	.	109	.	109
78	CS(=O)(=O)c1ccc(N2N=C(c3ccc(O)c(Cl)c3)CCC2=O)cc1	84	97	95	88	92	111	84	98
79	N#CC1(c2ccccc2)CCOCC1	104	106	102	107	97	97	117	108
80	C[Se]CC[C@H](N)C(=O)O	112	107	104	.	102	96	99	105
81	CCc1ccc(C(C)(C)C(CC(=O)O)C(=O)O)cc1 (stereo not drawn)	115	98	79	106	97	96	109	102
82	COc1cc(C2SCC(=O)N2Cc2ccc3c(c2)OCO3)cc(OC)c1OC (stereo not drawn)	88	119	95	98	99	103	90	91
83	Cc1cccc(C(=O)OCCC(C)C)c1	101	92	100	108	96	98	95	107
84	C=C(C)[C@@H]1CC[C@]2(CO)CC[C@]3(C)[C@H](CC[C@@H]4[C@@]5(C)CC[C@H](NCO)C(C)(C)[C@@H]5CC[C@]43C)[C@@H]12	-9.2*	-62*	-46*	-42*	8.1*	-62*	42	-85*
85	NS(=O)(=O)c1ccc(CNC(=O)Nc2nc3ccccc3s2)cc1	100	84	100	96	79	95	105	104
86	CCNC(=O)Oc1ccc(/C(=C(/C)c2ccc(OC)cc2)c2ccc(OCCN3CCCCCC3)cc2)cc1	37	32	54	12	70	-73*	49	44
87	CCCCC(CC)COC(=O)/C=C/c1cccc2c1C(=O)NC(C)(c1cc3cc4ccccc4cc3oc1=O)N2 (stereo not drawn)	81	104	87	89	90	106	105	99
88	O=C(CN1CCN(c2cc3c(cc2F)c(=O)c(C(=O)O)cn3C2CC2)CC1)Nc1ccc(C(=O)/C=C/c2ccc3c(c2)OCO3)cc1	105	96	94	88	.	104	98	102
89	COc1ccc(C2C(=O)NN=C2C)cc1 (stereo not drawn)	114	107	99	98	115	113	83	122
